# uPA generation – inhibitors of cell surface uPA generation; cell surface uPA generation assay, qHTS; AID 540303; Potency, µM (doses to about 38.3 µM), inactives show top-dose activity change, negative = inhibition, most hits filed as inhibitors; 330,000 tested, 0.31% active; active means well fitted inhibition curve with a large enough effect; inconclusive means small, poorly fitted or top-dose-only effect; inactive means no such curve, though single readings can be large or run the other way; tested in mouse RAW 264.7 cells; further: potency means the concentration at half of the fitted maximal effect; on the % scale 0 is the no-effect control and ±100 the full control effect; nearly all actives have a fitted effect of over 55% in size
# TSG101-PTAP inh – blocks PTAP/TSG101 interaction to inhibit HIV-1 budding; 340,000 tested, under 10 active; Fluorescence polarization, FITC-PTAP peptide / Tsg101 binding; Potency, µM (doses to about 115 µM), inactives show at the top dose activity change, negative = inhibition, actives largely listed as inhibitors; active means well fitted inhibition curve with a large enough effect in the main read-out, with a control signal flat, not every such curve was filed as active; inconclusive means small, poorly fitted or top-dose-only effect, or effect the other way, or a change in a side signal; inactive means no such curve, though single readings can be large or run the other way; further: potency means the concentration at half of the fitted maximal effect; % of control where 0% means no effect
#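 Steps: Tsg101 binding domain dispensed (10 uM final), compounds pinned in DMSO, FITC-labeled PTAP-motif peptide added (50 nM final); after 20 min binding at room temperature, polarization measured.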
# TRPV1 agonist – activates the human vanilloid receptor TRPV1. Q8NER1. activation, % at 8.33 µM. TRPV1-expressing cells, Fluo-8 calcium influx, agonist mode. 320,000 tested, 0.19% active; in the data active means activation above about 80%; inconclusive means between about 30% and that limit; further: 0% is about no effect
#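 TRPV1-expressing cells were cultured overnight at 35.5C and loaded with Fluo-8 calcium dye for 40 to 90 min at room temperature. After a 10 s baseline, compound was added and calcium influx was read kinetically for 3 min (ex 480/em 520 nm).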
# ASM inhibitor – inhibitors of human secretory acid sphingomyelinase. 340,000 tested, 0.006% active. P17405. Potency, µM (titrated, usually from 57.5 µM), for inactives: top-dose activity change, negative = inhibition, most hits filed as inhibitors. placental ASM, HMU-PC fluorogenic substrate, 60 min. AID 504937; further: potency means the concentration at half of the fitted maximal effect
#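 Human placenta-derived ASM preincubated with compound 10 min at room temperature, then reacted with 9 uM (final) fluorogenic HMU-PC substrate for 60 min at 37 C. Stop solution raises pH to 10; fluorescence read at Ex 386/Em 447 nm.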
# a7 integrin act – integrin-mediated muscular dystrophy alleviation activation; alpha7betagal myoblasts, beta-gal FDG fluorescence, 48 h; Potency, µM (doses to about 38.3 µM), for inactives: top-dose activation, actives largely listed as activators; 350,000 tested, 0.064% active; AID 624291;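 further: potency means the concentration at half of the fitted maximal effect; 100% = response of the positive control SU9516; nearly all actives have a fitted effect of over 60% in size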
#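 alpha7betagal+/- myoblasts (passage 13, 250/well) treated 48 h at 37C with compounds at 1:260 dilution of DMSO stock. Lysed, then beta-galactosidase activity read as FDG fluorescence (ex 480/em 540) after 30 min, with pre-read for autofluorescence.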
# p53 reactivator – restores transcriptional activity of mutant p53 | H1299 p53-A138V BP100-luciferase reporter, luminescence, 24 h | Potency, µM (series often up to 92.2 µM), inactives show at the highest dose activity change, positive = activation, hits mostly activators | 320,000 tested, 0.063% active; further: potency means the concentration at half of the fitted maximal effect; % of control where 0% means no effect; nearly all actives have a fitted effect of over 45% in size
#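 H1299 (p53-null), stable ts p53-A138V + BP100-Luc; 1000 cells/well, Opti-MEM/10% FBS; cpd 4 pt, 1:5; 24 h, 37 deg C, 5% CO2; detection reagent 10 min RT; luminescence.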
# ELG1 genotox – genotoxicity induction in ELG1-luciferase HEK293T cells. HEK293T ELG1-luciferase reporter, luminescence, 16 h. Potency, µM (doses to about 46 µM), for the others: top-dose activity change, positive = activation, most hits filed as activators. 330,000 tested, 1.3% active; further: potency means the concentration at half of the fitted maximal effect; % of control where 0% means no effect; nearly all actives have a fitted effect of over 60% in size
#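 Screening used a luciferase reporter fused to human ELG1 in HEK293T cells. Luminescence was read on a CCD plate imager after 16 hr exposure and 30 min ONE-Glo incubation.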
# Eya2 inh – blocks the phosphatase activity of human Eya2 | Potency, µM (top dose mostly 76.9 µM), inactives show at the top dose activity, negative = inhibition, most hits filed as inhibitors | recombinant Eya2, OMFP fluorescence dephosphorylation (OMFP is methylfluorescein phosphate) | 330,000 tested, 0.006% active | O00167; further: potency means the concentration at half of the fitted maximal effect; on the % scale 0 is the no-effect control and ±100 the full control effect
#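 Eya2 protein (added as 0.2 uM solution) was preincubated with compound for 10 min at ambient temperature in 50 mM HEPES pH 7.5, 50 mM NaCl, 5 uM MgCl2, 0.05% BSA, 1 mM DTT. OMFP (added at 50 uM) then reacted 10 min; fluorescence read at 485/525 nm.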
# BRCA1 expr up – activators of BRCA1 expression; 380,000 tested, 1.1% active; MCF7-BRCA1-FFLuc reporter, luminescence, 48 h; response scale: scaled: vehicle 0%, 10 µM genistein 100%; AID 624202; Potency, µM (series often up to 46.1 µM), for the others: top-dose activation, most hits filed as activators; further: potency means the concentration at half of the fitted maximal effect; nearly all actives have a fitted effect of over 80% in size; some results filed as inactive show a strong effect at the top dose
#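 Cells: MCF7-BRCA1-FFLuc, 2000/well. Exposure: 48 h, 37 °C, 5% CO2. Read: luminescence, 15 min post-substrate. Controls: genistein 10 microM (maximal activation), DMSO (neutral).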
# B2AR arrestin – agonists driving beta-arrestin recruitment to human beta2-adrenergic receptor. 330,000 tested, 0.02% active. Potency, µM (highest dose often 46.1 µM), without a hit: top-dose activation, hits mostly activators. beta-arrestin recruitment to beta2AR, cell-based reporter;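 further: potency means the concentration at half of the fitted maximal effect; 0% = DMSO controls and full agonism = EC100 isoproterenol or metaproterenol; nearly all actives have a fitted effect of over 65% in size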
# Target sequence (P07550 whole entry, looked up): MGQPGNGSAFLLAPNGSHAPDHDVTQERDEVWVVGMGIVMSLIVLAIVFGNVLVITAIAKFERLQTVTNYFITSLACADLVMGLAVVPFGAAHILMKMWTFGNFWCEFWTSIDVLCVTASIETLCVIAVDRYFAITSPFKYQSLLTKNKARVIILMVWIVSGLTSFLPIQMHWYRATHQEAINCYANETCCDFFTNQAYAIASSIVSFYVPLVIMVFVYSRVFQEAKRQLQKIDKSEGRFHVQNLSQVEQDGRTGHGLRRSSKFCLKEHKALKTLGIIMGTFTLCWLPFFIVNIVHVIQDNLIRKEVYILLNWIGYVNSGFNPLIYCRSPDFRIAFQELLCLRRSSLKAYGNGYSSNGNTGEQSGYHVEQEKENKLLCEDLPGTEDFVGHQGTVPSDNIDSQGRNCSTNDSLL
# USP2a inh – USP2a (human) protease inhibition | O75604 | USP2 core, Ub-CHOP2 coupled fluorogenic reporter, 485/531 | Potency, µM (titrated, usually from 38.3 µM), for the others: at the top dose activity change, negative = inhibition, actives largely listed as inhibitors | 330,000 tested, 0.01% active | AID 463254;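 further: potency means the concentration at half of the fitted maximal effect; plate controls were DMSO wells for no effect and full inhibition by NEM control for full effect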
# Target sequence (O75604 whole entry, looked up): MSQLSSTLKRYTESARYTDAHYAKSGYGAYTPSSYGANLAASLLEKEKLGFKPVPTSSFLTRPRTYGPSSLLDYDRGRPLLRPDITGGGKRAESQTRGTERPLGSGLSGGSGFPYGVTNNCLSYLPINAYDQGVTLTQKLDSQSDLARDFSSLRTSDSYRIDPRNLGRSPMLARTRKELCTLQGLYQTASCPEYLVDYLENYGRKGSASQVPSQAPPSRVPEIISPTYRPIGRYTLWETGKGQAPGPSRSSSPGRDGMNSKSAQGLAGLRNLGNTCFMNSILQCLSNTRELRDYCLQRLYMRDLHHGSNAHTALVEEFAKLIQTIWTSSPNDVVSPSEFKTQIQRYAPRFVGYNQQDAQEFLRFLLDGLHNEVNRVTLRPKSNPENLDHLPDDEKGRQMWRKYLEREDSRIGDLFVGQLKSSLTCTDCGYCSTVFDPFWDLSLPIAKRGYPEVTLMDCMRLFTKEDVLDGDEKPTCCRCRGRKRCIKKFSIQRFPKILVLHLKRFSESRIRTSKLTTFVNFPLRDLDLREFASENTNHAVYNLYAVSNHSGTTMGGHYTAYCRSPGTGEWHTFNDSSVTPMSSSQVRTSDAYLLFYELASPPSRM
#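 USP2 core (10nM final) preincubated 30min RT with compound in 20mM Tris-HCl pH 8.0, 2mM CaCl2, 2mM beta-mercaptoethanol, 0.05% CHAPS; 25nM Ub-CHOP2 plus 25nM reporter substrate added, fluorescence (Ex485/Em531) read after 60min.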
# Numbers without * were called inactive; ? = inconclusive; nt = not tested or not shown; & = joins results of further samples; [ ] = remark or other dose. Unless noted, the call rests on the fitted dose curve; in most records, active means well fitted curve in the direction sought with a large enough effect; inconclusive means small, poorly fitted or top-dose-only effect, or another doubt; inactive means no such curve, though single readings can be large; an effect the other way counts as inactive or inconclusive.
SMILES,uPA generation,TSG101-PTAP inh,TRPV1 agonist,ASM inhibitor,a7 integrin act,p53 reactivator,ELG1 genotox,Eya2 inh,BRCA1 expr up,B2AR arrestin,USP2a inh
CCCC(=O)n1nc(-c2cccnc2)nc1NCc1ccccc1,-5.6%,-4.4%,24.4,-0.9%,1.6%,-2.9%,0.7%,-19.6%,-6.1%,0.0%,3.1%
COc1ccc(C/C(C)=N/NC(=O)c2cccnc2)cc1,0.6%,0.9%,7.4,2.0%,1.9%,9.5%,2.4%,3.4%,-9.2%,-0.6%,6.6%
CC1(c2ccc(Cl)cc2)NC(=O)N(CN2CCOCC2)C1=O (stereo unspecified),1.2%,-1.4%,0.3,-2.6%,-11.7%,-1.7%,0.5%,-23.2%,-18.4%,0.0%,-0.2%
COc1ccc(C(=O)C2CCCN(C(=O)c3cc(C)on3)C2)cc1F (stereo unspecified),-6.7%,2.2%,8.2,2.0%,-11.2%,7.9%,2.1%,-1.5%,0.2%,-0.3%,-1.1%
O=C(c1ccccc1)N1CCN(C2CCCCCC2)CC1,11.9%,0.4%,14.2,-4.1%,-4.0%,15.4%,-0.6%,6.5%,-12.6%,-0.8%,-0.7%
O=C(Cn1nnc2c(cnn2-c2ccc(F)cc2)c1=O)c1ccccc1F,5.2%,-3.9%,2.9,1.1%,-4.9%,14.1%,16.4%,13.3%,30.7%,-0.3%,0.6%
COCCNC(=O)C(C)Oc1ccc(Cl)cc1Cl (stereo unspecified),1.2%,-6.0%,nt,3.3%,-5.6%,-1.6%,5.6%,-4.2%,5.3%,0.3%,0.6%
O=C(COC(=O)/C=C/c1ccc2c(c1)OCO2)Nc1ccc(S(=O)(=O)N2CCCC2)cc1,1.6%,2.7%,-0.5,-3.1%,-27.2%,-14.0%,0.2%,0.5%,-18.6%,2.4%,2.4%
COC(=O)c1ccccc1C(=O)N(Cc1cccnc1)CC1CCCN(C2CCCCC2)C1 (stereo unspecified),-13.5%,-3.0%,10.8,5.3%,-4.1%,3.9%,2.5%,-19.7%,8.1%,-0.6%,0.4%
COc1ccc(C2=NOC(C(=O)NC(C)C)C2)cc1 (stereo unspecified),-1.7%,nt,-3.5,3.8%,5.5%,27.7%,2.7%,-39.1%,22.7%,-0.1%,3.2%
CC(C(=O)NCc1ccccn1)c1ccc([N+](=O)[O-])cc1 (stereo unspecified),2.3%,-2.3%,2.0,0.9%,23.2%,-2.0%,-2.8%,14.4%,11.7%,0.3%,0.1%
Cc1ccccc1CSc1nc2n(n1)C(c1cccs1)C1=C(CCCC1=O)N2 (stereo unspecified),3.3%,-6.3%,?,198.1%[activator],-1.4%,-0.3%,-0.9%,-6.2%,-53.5%,3.5%,-19.5%
Cc1cc(C)nc(N2CCCC(C(=O)Nc3cc(F)ccc3C)C2)n1 (stereo unspecified),0.0%,0.6%,6.3,0.2%,-16.7%,-4.1%,-2.2%,-12.7%,-13.9%,-1.0%,5.9%
CCOc1cc(/C=N/OC(C)=O)ccc1OCc1ccccc1,-8.7%,-1.6%,15.2,1.0%,-3.8%,-1.1%,9.1%,-4.3%,-2.0%,0.3%,-0.8%
CC(=O)Nc1ccc(NC(=O)CSc2ccc([N+](=O)[O-])cn2)cc1,2.6%,-6.4%,-0.2,-1.4%,-4.0%,-0.6%,2.3%,-6.2%,-7.3%,-0.5%,5.3%
Cn1c(=O)cc(OCC(=O)NCCc2ccc(Cl)cc2)c2ccccc21,-4.5%,-5.1%,-9.2,-6.8%,-12.1%,3.8%,-0.5%,1.1%,-36.9%,0.1%,2.6%
Cc1[nH]c2ccccc2c1/C=N/Nc1cccc(C(=O)O)c1,11.5%,-1.6%,0.3,0.9%,20.8%,13.3%,?,-5.3%,51.7%,14.3%,-1.3%
CC1CCN(c2ccc3nnc(CCC(=O)Nc4ccc(F)cc4)n3n2)CC1,2.8%,1.1%,0.0,-6.2%,12.2%,-8.2%,-3.3%,7.9%,-1.2%,-1.1%,-0.9%
CCN(CC)S(=O)(=O)c1cc(C)c(C)cc1Br,-4.5%,-6.0%,0.9,2.5%,-11.9%,-3.1%,1.1%,1.7%,0.1%,-0.1%,-0.7%
CCCCN1C(=O)C2C(C(=O)Nc3cccc(OC)c3)C3C=CC2(O3)C1C(=O)NC1CCCCC1C (stereo unspecified),2.0%,-0.3%,0.0,-6.6%,-12.5%,-4.8%,-1.9%,4.7%,-16.7%,-1.1%,3.7%
O=C(NCCN1CCOCC1)C1CC(=O)N(c2ccc(Cl)cc2)C1 (stereo unspecified),-0.5%,3.4%,1.6,0.3%,4.7%,-5.1%,-0.8%,2.9%,5.5%,0.5%,0.4%
Cc1cccc(-c2cnn(-c3ccccc3)c2N)c1,?,-0.8%,25.1,3.7%,11.3%,17.0%,?,-12.3%,?,0.4%,-0.2%
O=C(NC(c1ccccc1)c1ccccc1)c1ccccc1,-2.7%,-6.7%,nt,-1.9%,?,nt,nt,nt,2.6%,nt,nt
COC(=O)c1sc(N2CCN(Cc3ccccc3)CC2)nc1N,-2.0%,-5.1%,-3.8,1.6%,17.1%,8.9%,3.6%,-4.1%,87.3%,0.3%,-1.3%

# Reformatted bar-delimited: entries from further up
canonical_smiles | uPA generation | TSG101-PTAP inh | TRPV1 agonist | ASM inhibitor | a7 integrin act | p53 reactivator | ELG1 genotox | Eya2 inh | BRCA1 expr up | B2AR arrestin | USP2a inh
CCN(CC)S(=O)(=O)c1cc(C)c(C)cc1Br | -4.5% | -6.0% | 0.9 | 2.5% | -11.9% | -3.1% | 1.1% | 1.7% | 0.1% | -0.1% | -0.7%
CCCCN1C(=O)C2C(C(=O)Nc3cccc(OC)c3)C3C=CC2(O3)C1C(=O)NC1CCCCC1C (stereo unspecified) | 2.0% | -0.3% | 0.0 | -6.6% | -12.5% | -4.8% | -1.9% | 4.7% | -16.7% | -1.1% | 3.7%

# Next section
SMILES,uPA generation,TSG101-PTAP inh,TRPV1 agonist,ASM inhibitor,a7 integrin act,p53 reactivator,ELG1 genotox,Eya2 inh,BRCA1 expr up,B2AR arrestin,USP2a inh
CCCn1c(=S)[nH]c2cc(C(=O)N(CCO)Cc3ccccc3)ccc2c1=O,5.3%,0.5%,-0.6,-10.0%,-9.3%,3.6%,-7.7%,-7.0%,-33.9%,0.3%,0.4%
Cc1ccc(CC2CC(=O)N(c3ccncc3)C2=O)cc1 (stereo unspecified),-0.4%,-4.3%,0.9,9.3%,12.2%,-1.7%,-0.8%,-5.1%,1.9%,-0.1%,-1.1%
C=CCn1c(SCc2cc(=O)n3ccsc3n2)nc2scc(C3CC3)c2c1=O,3.4%,0.4%,17.1,-5.7%,4.8%,-32.5%[inhibitor],1.5%,1.3%,-28.3%,0.2%,-2.2%
O=C(CN1C(=O)/C(=C/c2cccc(Br)c2)SC1=S)NCCCN1CCOCC1,-14.8%,-0.8%,3.9,-3.2%,2.6%,-8.6%,-2.6%,26.1%,30.0%,4.8%,-2.4%
COc1ccc(-c2ccc(=O)n(Cc3c(F)cccc3Cl)n2)cc1,13.3%,-6.0%,?,-3.7%,13.7%,5.1%,6.4%,0.1%,9.1%,-0.8%,-0.6%
OCC#CCSc1nnc(-c2cccc3ccccc23)o1,-25.5%,-3.5%,nt,0.5%,nt,0.3%,5.3%,-5.4%&2.6%,0.0%,2.3%&0.3%,1.9%&0.8%
O=C(OCc1c(Cl)nc2sccn12)c1cc2c(s1)CCCC2,-0.1%,0.7%,2.4,2.4%,7.0%,-3.7%,-5.7%,4.2%,0.5%,0.4%,-0.5%
Cc1[nH]nc(-c2ccc(O)cc2O)c1-c1nc2ccccc2s1,1.2%,0.7%,14.0,-2.6%,-37.5%,0.9%,19.4%,12.2%,-68.8%,-0.2%,12.0%
Cc1cc(S(=O)(=O)NCC(C)C)ccc1OCC(=O)NCc1ccco1,-3.2%,-5.5%,0.8,3.0%,?,-2.0%,0.6%,-10.3%,-3.8%,-0.1%,1.1%
COc1ccc(NS(=O)(=O)c2ccc3nc(COc4ccc(Cl)c(C)c4)[nH]c3c2)cc1,-12.5%,-3.0%,3.1,-24.7%,7.1%,-7.4%,-10.7%,6.3%,-26.1%,4.4%,4.6%
CCN(CC)c1ncnc2c1[nH]c1ccccc12,-8.2%,-3.4%,0.4,-2.2%,-36.4%,-3.7%,-7.3%,-3.3%,-58.9%,-0.1%,4.2%
Cc1ccnc(Nc2nc3ccccc3s2)n1,-1.0%,0.8%,8.0,2.3%,7.0%,9.5%,2.06µM*,-10.6%,1.1%,-0.4%,1.9%
O=C(c1sc2ccccc2c1Cl)N1CCN(c2ccccc2F)CC1,3.8%,-1.3%,14.9,-2.0%,-9.9%,-7.2%,1.5%,-3.5%,-23.9%,0.2%,-1.3%

# Compound activity: PubChem, National Center for Advancing Translational Sciences (NCATS)
